# Bioassay records deposited in PubChem BioAssay by several laboratories.
# FadD28 binding – M. tuberculosis FadD28 bisubstrate binding inhibition | FadD28 bisubstrate probe binding, fluorescence polarization | inhibition, % at 12.5 µM | 0.22% of 360,000 active; in the data active = inhibition above about 8.5%, passing the limit was not always enough; inconclusive = no clear call, values can overlap the other calls
# PrPC TRFRET – reduces human prion protein on the cell surface; P04156; cell surface PrPC, TR-FRET read-out; inhibition, % at 13.8 µM; 0.43% of 370,000 active; AID 720596; in the data active = inhibition above about 24%; note: 0% = median of the test wells and 100% = reference compound wells
# BoNT A protease – BoNT A light chain protease inhibition | multiplex microsphere protease substrate cleavage, flow cytometry | inhibition, % at 10 µM | 0.17% of 360,000 active | AID 588499; note: plate controls were buffer without enzyme for full effect and enzyme alone for no effect
# Anthrax LF prot – blocks Bacillus anthracis lethal factor protease; multiplex microsphere protease cleavage assay, LF; inhibition, % at 10 µM; 0.12% of 360,000 active; AID 588501; note: plate controls were buffer without enzyme for full effect and enzyme alone for no effect
# Target sequence (P15917 whole entry, looked up): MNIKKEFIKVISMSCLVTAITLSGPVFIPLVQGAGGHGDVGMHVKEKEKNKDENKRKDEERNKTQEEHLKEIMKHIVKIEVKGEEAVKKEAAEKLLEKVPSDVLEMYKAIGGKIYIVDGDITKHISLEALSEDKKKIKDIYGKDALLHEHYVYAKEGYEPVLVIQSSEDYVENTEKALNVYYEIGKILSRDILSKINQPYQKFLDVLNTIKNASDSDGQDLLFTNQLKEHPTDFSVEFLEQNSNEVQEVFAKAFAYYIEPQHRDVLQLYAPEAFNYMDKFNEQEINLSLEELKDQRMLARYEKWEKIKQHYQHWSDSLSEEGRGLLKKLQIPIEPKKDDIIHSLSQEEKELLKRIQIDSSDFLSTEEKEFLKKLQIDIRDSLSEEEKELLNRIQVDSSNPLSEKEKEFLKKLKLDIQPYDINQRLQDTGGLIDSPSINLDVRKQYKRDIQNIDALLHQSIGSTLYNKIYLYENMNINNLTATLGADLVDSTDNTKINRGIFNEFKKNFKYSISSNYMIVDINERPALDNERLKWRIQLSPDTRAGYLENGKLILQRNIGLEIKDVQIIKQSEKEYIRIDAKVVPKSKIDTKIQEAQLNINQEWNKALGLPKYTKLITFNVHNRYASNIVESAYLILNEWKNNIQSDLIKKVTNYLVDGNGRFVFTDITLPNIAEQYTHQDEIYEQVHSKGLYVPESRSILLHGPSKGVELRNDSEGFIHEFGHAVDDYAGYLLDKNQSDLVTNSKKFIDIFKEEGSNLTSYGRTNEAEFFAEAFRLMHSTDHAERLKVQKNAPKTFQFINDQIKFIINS
# TcdB GH inh – TcdB glycohydrolase inhibition | inhibition, % at 9.99 µM | 0.24% of 350,000 active | TcdB glycohydrolase enzymatic assay, plate reader; in the data active = inhibition above about 10%
# CCHFV vOTU inh – CCHFV vOTU protease inhibition; Pep-AMC fluorescence; inhibition, % at 11.5 µM; 0.55% of 370,000 active; in the data active = inhibition above about 30%; note: 0% = vehicle wells with enzyme and 100% = no enzyme wells
# PfHsp40 yeast – rescue of PfHsp40-mediated yeast toxicity | S. cerevisiae expressing PfHsp40, growth rescue, ATP luminescence | growth rescue, % at 12.5 µM | 0.68% of 340,000 active; in the data active = growth rescue above about 28%, passing the limit was not always enough; inconclusive = no clear call, values can overlap the other calls;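 note: yeast W303a lacking pdr1 and pdr3 grown in galactose medium; growth measured after three days at 30 °C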
# Y pestis TopoI – blocks Yersinia pestis topoisomerase I activity. Y. pestis Topo-I cleavage product accumulation, plate reader. activity, % at 10 µM. 0.064% of 360,000 active. AID 504884; in the data active = activity above about 50%, passing the limit was not always enough; inconclusive = no clear call, values can overlap the other calls; note: inactives centre near 2
# BoNT-F LC inh – blocks Botulinum neurotoxin F light chain protease. Multiplex microsphere protease cleavage assay, flow cytometry. inhibition, % at 10 µM. 0.22% of 360,000 active; in the data active = inhibition above about 35%, passing the limit was not always enough; inconclusive = no clear call, values can overlap the other calls; note: plate controls were buffer without enzyme for full effect and enzyme alone for no effect
# * marks the source's active call; other numbers are inactive results; u = inconclusive; x = not tested or not shown. Cut-off read from the data, not from the text of the source, unless noted: active = inhibition above about 30%; inconclusive = no clear call, values can overlap the other calls; inactive = below that.
SMILES,FadD28 binding,PrPC TRFRET,BoNT A protease,Anthrax LF prot,TcdB GH inh,CCHFV vOTU inh,PfHsp40 yeast,Y pestis TopoI,BoNT-F LC inh
Cc1ccc(S(=O)(=O)N[C@H](C(=O)N2CCC(C(=O)NCC(=O)O)CC2)C(C)C)cc1,-0.8,-1,0.2,0,x,4,-1.7,-3,6
COCCn1c(SCC(=O)Nc2ccc(Cl)c(S(=O)(=O)N(C)C)c2)nc2ccccc21,-5.5,6,-0.9,-1,x,2,1.5,14,-4
COCCNC(=O)c1noc2c1CCc1cc(OC)ccc1-2,-2.9,1,-0.7,-1,x,3,0.7,4,-1
CN(Cc1ccc(OC(F)F)cc1)C(=O)c1ccc(S(=O)(=O)N(C)c2ccccc2)cc1,-3.1,4,-1.3,-2,-0.6,10,2.3,25,2
N=C(N)c1ccc(OCCCCCOc2ccc(C(=N)N)cc2)cc1,0.8,0,0.4,1,0.8,-2,112*,8,3
Cc1cccc(NC(=S)N(CCCN2CCOCC2)Cc2ccco2)c1,-0.5,-2,-0.4,-2,0.5,10,-1.0,3,-1
O=C1c2ccccc2C(c2nnnn2Cc2ccccc2)N1Cc1ccco1 (stereo not drawn),x,1,-0.2,3,0.6,9,x,x,2
COc1ccc(C)cc1S(=O)(=O)N(C)CC(=O)Nc1ccccc1,-2.0,-8,0.2,3,x,6,0.1,-4,19
CCOCCCn1c(=S)[nH]c2cc3c(cc2c1=O)OCO3,-1.8,-4,1.4,3,x,3,0.5,9,7
O=C(Cn1nnc(-c2ccccc2)n1)N/N=C/c1cc([N+](=O)[O-])ccc1O,0.4,3,-1.8,-8,0.9,4,-0.1,-7,-4
Cc1cccnc1NC(=O)c1ccc(S(=O)(=O)NCc2ccco2)cc1,1.6,9,0.0,-3,-3.5,0,0.8,-2,8
COc1cc2c(cc1OC)C(C(=O)NCCN(C)C)C(c1cccs1)N(C)C2=O (stereo not drawn),-2.7,-5,-0.2,-5,0.2,-19,-1.8,-2,-2
Cc1ccc(NC(=O)C2=C(C(=O)O)CCCC2)cc1F,-0.4,5,-0.6,-9,0.4,-10,-1.3,1,2
C[C@@H](NC(=O)OC(C)(C)C)c1nnc(S(=O)(=O)Cc2ccccc2)o1,x,7,x,x,-0.2,-13,u,x,x
CC1Cc2cc(S(=O)(=O)NCc3ccccc3)ccc2N1C(=O)C1CCC1 (stereo not drawn),-3.8,-1,0.4,-1,1.8,12,-1.8,-1,5
Cc1ccccc1NC(=O)CN1CCN(C)CC1,-0.8,-1,-1.3,4,-0.4,5,0.1,1,17
CCn1c(CC(=O)Nc2ccc(C)cc2)n[nH]c1=S,0.1,7,0.5,-2,1.1,-2,2.3,-2,2
Cc1ncc(CN2CCN(CCc3ccccc3)C(CCO)C2)s1 (stereo not drawn),-2.4,0,-1.0,-6,0.8,-6,-1.3,-3,3
COc1ccc(CNC(=O)COC(=O)c2ccccn2)cc1,-0.3,2,-0.7,3,2.1,-1,-0.4,2,-5
Cc1cccc(C2c3[nH]c4ccccc4c3CCN2C(=O)c2cc3c([nH]c2=O)CCCC3)n1 (stereo not drawn),-0.4,10,-0.4,-4,0.0,-2,-1.1,u,0

# An excerpt from above, reduced to BoNT-F LC inh, BoNT A protease and PrPC TRFRET:
SMILES | BoNT-F LC inh | BoNT A protease | PrPC TRFRET
COc1cc2c(cc1OC)C(C(=O)NCCN(C)C)C(c1cccs1)N(C)C2=O (stereo not drawn) | -2 | -0.2 | -5
Cc1ccc(NC(=O)C2=C(C(=O)O)CCCC2)cc1F | 2 | -0.6 | 5
C[C@@H](NC(=O)OC(C)(C)C)c1nnc(S(=O)(=O)Cc2ccccc2)o1 | x | x | 7
CC1Cc2cc(S(=O)(=O)NCc3ccccc3)ccc2N1C(=O)C1CCC1 (stereo not drawn) | 5 | 0.4 | -1
Cc1ccccc1NC(=O)CN1CCN(C)CC1 | 17 | -1.3 | -1
CCn1c(CC(=O)Nc2ccc(C)cc2)n[nH]c1=S | 2 | 0.5 | 7
Cc1ncc(CN2CCN(CCc3ccccc3)C(CCO)C2)s1 (stereo not drawn) | 3 | -1.0 | 0

# Remaining list, next part
SMILES,FadD28 binding,PrPC TRFRET,BoNT A protease,Anthrax LF prot,TcdB GH inh,CCHFV vOTU inh,PfHsp40 yeast,Y pestis TopoI,BoNT-F LC inh
COc1ccc(Cn2c(C(F)(F)F)ccc(C(N)=O)c2=O)cc1,-2.2,5,-0.5,4,1.4,11,-2.2,10,-2
CCOC(=O)c1cnc2cc3c(cn2c1=O)CCCC3,-3.8,-8,0.3,0,x,-68,0.4,2,10
COc1ccc(OC)c(C2C(C(N)=O)=C(C)Nc3nc(CCCO)nn32)c1 (stereo not drawn),-4.1,-2,0.0,-2,-1.5,-7,-0.2,1,0
Cc1cc(C)cc(Oc2nc(-c3ccccc3)cc(C)c2S(C)(=O)=O)c1,-1.4,2,0.2,-2,x,9,1.3,41,-1
O=C1c2ccccc2C(c2nnnn2-c2ccc3c(c2)OCCO3)N1CCCn1ccnc1 (stereo not drawn),x,6,-0.1,-1,0.0,8,x,x,7
COc1cc2c(cc1NC(=O)/C=C/c1ccc([N+](=O)[O-])cc1)oc1ccccc12,0.4,-4,-3.2,-6,1.8,0,-1.0,-9,-13
COc1ccc(/C=N/NC(=O)CCOc2ccccc2C)cc1OC,-3.6,5,0.0,0,-0.5,0,1.0,-1,-1
CCOC(=O)C1CCCCN1Cc1ccc(C(F)(F)F)cc1 (stereo not drawn),-1.0,-5,-0.4,0,x,4,-1.0,-1,3
Cc1cc(C)c2cc(C(=O)N3CCc4ccccc4C3)[nH]c2c1,-2.2,5,0.8,4,0.9,4,1.0,15,-7
Cc1ccc(-n2c(=S)[nH]c3nc4c(cc3c2=O)COC(C)(C)C4)cc1,-4.7,7,0.2,0,x,0,0.0,5,0

# The final 3 entries of the section above open the next one.
SMILES,FadD28 binding,PrPC TRFRET,BoNT A protease,Anthrax LF prot,TcdB GH inh,CCHFV vOTU inh,PfHsp40 yeast,Y pestis TopoI,BoNT-F LC inh
CCOC(=O)C1CCCCN1Cc1ccc(C(F)(F)F)cc1 (stereo not drawn),-1.0,-5,-0.4,0,x,4,-1.0,-1,3
Cc1cc(C)c2cc(C(=O)N3CCc4ccccc4C3)[nH]c2c1,-2.2,5,0.8,4,0.9,4,1.0,15,-7
Cc1ccc(-n2c(=S)[nH]c3nc4c(cc3c2=O)COC(C)(C)C4)cc1,-4.7,7,0.2,0,x,0,0.0,5,0
CCOC(=O)c1cc2sccc2n1Cc1ccccc1,-3.0,-2,0.7,0,x,0,0.8,-3,14
CO/N=C(\Cn1ncc(N2CCCC2)c(Cl)c1=O)c1ccc(Cl)cc1,-5.4,7,0.0,-1,x,10,-1.2,28,5
O=C(NCCC1=CCCCC1)c1c(O)nc2ccccn2c1=O,-2.0,2,x,x,1.5,17,0.4,44,x
O=C(CCc1nc2cccnc2n1Cc1ccccc1)N1CCOCC1,-1.8,-1,-1.3,-1,x,-3,-1.7,-5,-10
O=C(NCc1nnnn1-c1ccc(F)c(F)c1)c1ccc2ccccc2c1,-4.1,-8,-0.2,-6,0.3,5,0.5,0,-9
COC(=O)c1nn(-c2ccccc2)c(Sc2ccccc2)c1/C=N/O,-4.4,0,-0.3,-2,x,4,-1.8,14,-6
CC(=O)Cc1nsc(Nc2ccc(C)cc2)n1,-1.7,2,-0.3,-4,0.0,-12,1.4,-9,-2
CC(=O)N1CCN(S(=O)(=O)c2cccc(C(=O)NC3CCCc4ccccc43)c2)CC1 (stereo not drawn),-3.3,6,-0.2,-1,x,-7,-0.8,5,0
CCS(=O)(=O)N1Cc2ccccc2CC1C(=O)Nc1nnc(SCc2ccc(F)cc2)s1 (stereo not drawn),-1.9,-5,-0.5,-1,x,-2,0.3,32,-3
CCOc1ccc(NC(=S)Nc2ccccc2C2CC2)cc1,-2.4,7,0.0,-1,1.2,0,1.5,-1,-3
CCCN(CCC)CCCNc1ccc(C(=O)Nc2cccc(OC)c2)cc1[N+](=O)[O-],-4.3,-60,-0.1,-4,0.5,8,2.3,-2,1
CCC(=O)N1CCc2cc(S(=O)(=O)NCCC(=O)N3CCN(Cc4ccccc4)CC3)ccc21,0.5,3,1.2,3,x,-3,-0.4,18,5
CC(=O)NCCn1c(SCc2ccccc2F)nc2ccccc2c1=O,-1.6,3,-1.9,0,x,-5,0.2,32,-9
Cc1ccc(S(=O)(=O)NCCc2cc3ccc(C)c(C)c3[nH]c2=O)cc1,-5.1,4,0.8,-4,-0.6,-1,-0.4,20,-21
COc1ccc2nc(/C(C#N)=C\c3ccc(Oc4ccc([N+](=O)[O-])cn4)cc3)[nH]c2c1,-3.5,-9,3.8,0,x,-9,1.1,-19,0
O=C(CCc1ccc(S(=O)(=O)N2CCOCC2)cc1)Nc1ccc2ccccc2c1,-1.4,16,u,-13,x,-5,1.4,8,-1
C=CCN(C(=O)CNC(=O)c1ccco1)C(C(=O)NC1CCCC1)c1cccs1 (stereo not drawn),-2.1,-4,-1.0,-7,-0.4,9,-0.3,-1,-3
COc1cc(/C=N\n2nnnc2N)ccc1OCc1ccc(F)cc1,1.6,5,-0.2,-1,x,7,-0.4,6,-16
O=C1c2ccccc2-c2c1nc1c([n+]2[O-])CCCC1,-2.8,-2,0.5,-7,x,10,-0.7,-1,-1
CCCc1nc2ccc(NC(=O)NCCC(=O)OCC)cc2c(=O)n1Cc1cccc(Cl)c1,-1.9,-6,0.5,-1,x,-1,3.4,21,-7
Cc1cccc(CCNC(=O)C2CCN(S(=O)(=O)c3cccc4cccnc34)CC2)c1,0.2,-2,-0.7,0,2.3,13,-0.3,27,-1
CC1CCCC(C)N1CCCNC(=O)c1cc2c(=O)n(C)c3ccccc3c2n1C (stereo not drawn),-4.9,3,-0.4,-4,-1.9,1,-1.3,5,-7
COc1ccc(/C=N/NC(=O)c2ccc(N(C)S(=O)(=O)c3ccccc3)cc2)c(OC)c1,0.1,-2,0.0,-1,-0.2,11,-0.3,3,-2
Cc1cccnc1NC(=O)CCc1c[nH]c2ccccc12,0.2,-7,2.5,1,0.8,-7,-0.4,-3,11
CCn1ncc(/C=N\NC(=O)COc2ccccc2)c1C,-1.8,3,0.0,-1,x,-1,0.5,-6,-12
N#CC1=C(SCC(N)=O)NC2=C(C(=O)c3ccccc32)C1c1ccc(Cl)cc1 (stereo not drawn),0.9,-4,-0.1,-9,x,-2,0.5,-8,-2
CN(C)C(=S)SCC(=O)NCc1ccc(F)cc1,-0.7,-11,0.9,-7,1.1,5,0.0,2,-6
Cc1ccnc(NC(=O)c2ccoc2C)c1,-3.9,0,0.0,-4,x,4,-0.9,-4,-3
COc1ccc(CCCNC(=O)C2Cc3c(-c4ccc(NC(C)=O)cc4)ccnc3O2)cc1 (stereo not drawn),-0.4,0,0.4,-2,1.3,-2,x,17,-1
CC(C)=CCN1CCN(Cc2c[nH]c3ccccc23)CC1CCO (stereo not drawn),-5.1,-2,-0.2,6,0.7,-5,-1.9,-16,2
Nc1ccc(-c2cc3ccccc3c(=O)o2)cc1,-1.2,-10,2.5,2,1.6,22,7.1,-12,-3
CCN1C(=O)N[C@@H](c2cccc(F)c2)C(C(C)=O)=C1C,-3.0,4,0.0,-3,-0.6,15,-0.7,-7,-5
COc1ccc(NC(=O)CSCCc2ccccn2)cc1OC,1.0,0,-0.6,-4,0.9,5,0.3,3,-6
CCOC(=O)N1CCN(C(=O)C2CCC(CNS(=O)(=O)c3ccccc3)CC2)CC1 (stereo not drawn),-4.5,0,-0.5,0,x,3,0.3,18,-2
Nc1ccc(C(=O)OC2CCOC2=O)cc1[N+](=O)[O-] (stereo not drawn),-0.7,-13,-2.6,0,x,-16,-0.3,0,-10
O=c1cc(CN2CCCCCC2)nc2sccn12,-1.0,2,0.6,-1,1.3,-22,-0.6,1,-2
C#CCN(C[C@@H]1[C@@H](OC(=O)NCC2CCCCC2)[C@@H](OC(=O)NCC2CCCCC2)Cn2c(=O)ccc(=O)n21)S(=O)(=O)c1ccc(C)cc1,-1.7,6,0.5,-3,0.5,21,x,-6,-1
O=C(NCCc1cccs1)C1CC(c2ccc([N+](=O)[O-])cc2)=NO1 (stereo not drawn),0.3,-27,0.3,7,0.8,-1,0.1,-5,-3
Cc1nn(C)c(Oc2cccc(Cl)c2)c1C=O,-0.1,1,0.8,-9,x,-3,0.4,2,0
O=C1NC(CCc2ccccc2)C(=O)N1Cc1ccccc1Cl (stereo not drawn),-1.7,7,-0.3,-4,x,6,2.3,15,-3
